From PubChem
Glioma ERSR ind: induces the endoplasmic reticulum stress response in human glioma cells; hit rate 0.02% among 420,000; U87-MG GRP78 promoter luciferase reporter, 16 h; Potency, µM, without a hit: top-dose activation, hits mostly activators; note: potency is the fitted concentration of half-maximal effect; series mostly up to about 76 µM; % of control where 0% means no effect; nearly all actives have a fitted effect of over 35% in size
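Stably transfected U87-MG human glioma cells carrying a GRP78-based luminescent sensor were seeded at 1000 cells/well, pin-dosed with compounds and incubated 16 h. Luciferase reagent was then added, and end-point luminescence was read after 10 min at room temperature.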
RGS4 inhibitor: blocks human RGS4-accelerated GTP hydrolysis; P49798; Transcreener GDP fluorescence polarization, RGS4-accelerated GTP hydrolysis; Potency, µM (top dose mostly 114 µM), for inactives: at the highest dose activity change, negative = inhibition, most hits filed as inhibitors; hit rate 0.039% among 390,000; note: potency is the fitted concentration of half-maximal effect; % is set by controls: 0 for no effect and ±100 for the full control effect; nearly all actives have a fitted effect of over 75% in size; some results filed as inactive show a strong effect at the top dose
Target sequence (P49798 whole entry, looked up): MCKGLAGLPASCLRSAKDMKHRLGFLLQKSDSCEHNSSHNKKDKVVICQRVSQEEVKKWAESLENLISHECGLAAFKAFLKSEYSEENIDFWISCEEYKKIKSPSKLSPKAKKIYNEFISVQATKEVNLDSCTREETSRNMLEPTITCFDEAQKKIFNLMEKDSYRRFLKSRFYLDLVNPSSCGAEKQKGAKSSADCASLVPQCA
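MLSMR compounds (23 nl, pin-transferred) preincubated 10 min at room temperature with a 500nM (2x) first reagent, then RGS4 at 900nM (2x) plus Transcreener GDP mix added; fluorescence polarization (620/688 nm) read before and after 90 min at 30 °C.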
LDHA block: LDHA (human) enzyme inhibition; activity change, % (values are at about 110 or 230 µM); purified LDHA, NADH/diaphorase-resazurin fluorescence; hits give low values; hit rate 0.15% among 480,000; AID 1347041; in the data active = activity change below about -30%; inconclusive = mostly about -25% to -30%;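 note: plate controls were DMSO wells for no effect and wells without enzyme for full effect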
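Human LDH5 at 2 nM final in Tris HCl pH 7.4 with 0.06 mM NADH and 0.2 mM pyruvate, reacted 5 minutes at room temperature. Remaining NADH coupled via diaphorase/resazurin; resorufin fluorescence read at 0 and 20 minutes, normalized to enzyme-free and DMSO wells.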
Vif-APOBEC3F blk: Vif-A3F binding inhibition | Potency, µM (top dose mostly 46.1 µM), for the others: at the top dose activity, negative = active | HeLa A3F-eYFP + Vif (tagged APOBEC3F with the HIV-1 protein that degrades it), YFP fluorescence increase | hit rate 0.2% among 390,000; note: potency is the fitted concentration of half-maximal effect; % of control where 0% means no effect; nearly all actives have a fitted effect of over 65% in size
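HeLa cells stably expressing Vif plus C-terminally eYFP-tagged A3F were seeded, incubated overnight at 37 deg C, dosed with compound, incubated overnight again at 37 deg C. Yellow fluorescence (Ex 488/Em 500-530) reported blocked Vif-mediated A3F-eYFP degradation.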
TrxR1 inh: inhibitors of rat thioredoxin reductase 1; O89049; hit rate 1% among 390,000; Potency, µM (series often up to 114 µM), for the others: top-dose activity change, negative = inhibition, usual class: inhibitors; recombinant rTrxR1, NADPH fluorescence consumption, selenite substrate; note: potency is the fitted concentration of half-maximal effect; % is set by controls: 0 for no effect and ±100 for the full control effect; nearly all actives have a fitted effect of over 65% in size
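Rat TrxR1 (90 nM in the dispensed reagent) was pre-reduced with 400 uM NADPH for 5 min at room temperature, then incubated with compound for 15 min. After 400 uM selenite was added, NADPH fluorescence (Ex 340/Em 450 nm) was followed for 8 min.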
IDH1 R132H inh: inhibitors of human mutant IDH1 R132H; O75874; IDH1-R132H enzyme, NADPH consumption, diaphorase/resazurin fluorescence; Potency, µM (top dose mostly 76.6 µM), for the others: at the highest dose activity change, negative = inhibition, hits mostly inhibitors; hit rate 0.093% among 390,000; AID 602179; note: potency is the fitted concentration of half-maximal effect; % is set by controls: 0 for no effect and ±100 for the full control effect; nearly all actives have a fitted effect of over 65% in size
Target sequence (O75874 whole entry R132H, stated change not applied): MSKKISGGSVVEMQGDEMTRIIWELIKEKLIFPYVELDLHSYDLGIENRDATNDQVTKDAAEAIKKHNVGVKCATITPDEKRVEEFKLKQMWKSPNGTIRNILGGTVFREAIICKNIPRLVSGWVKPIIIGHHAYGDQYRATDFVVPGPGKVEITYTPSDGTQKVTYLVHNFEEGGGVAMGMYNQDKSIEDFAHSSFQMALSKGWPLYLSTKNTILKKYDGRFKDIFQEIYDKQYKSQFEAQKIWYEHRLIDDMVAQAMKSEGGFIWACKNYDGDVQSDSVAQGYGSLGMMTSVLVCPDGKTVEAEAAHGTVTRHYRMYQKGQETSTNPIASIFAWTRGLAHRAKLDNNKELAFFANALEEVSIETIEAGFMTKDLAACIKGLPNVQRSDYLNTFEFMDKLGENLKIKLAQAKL
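IDH1-R132H (0.5 ug/mL) preincubated 30 min with compound, then NADPH (0.016 mM) and alpha-KG (2 mM) added; 80 min at RT, pH 7.5. Remaining NADPH coupled via diaphorase/resazurin to fluorescence (540/590 nm); concentration-response curves normalized to no-enzyme control.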
TrxR1 substrate: is turned over as a substrate by rat TrxR1; Potency, µM (series often up to 114 µM), without a hit: at the top dose activity change, negative = substrate turnover; O89049; hit rate 0.01% among 390,000; purified TrxR1 substrate turnover, NADPH consumption readout; note: potency is the fitted concentration of half-maximal effect; % is set by controls: 0 for no effect and ±100 for the full control effect; nearly all actives have a fitted effect of over 50% in size
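Rat TrxR1, dispensed at 90 nM, was prereduced with 400 uM NADPH (final) for 5 min at ~22 deg C, then incubated with compound 15 min before 400 uM selenite. A first-read NADPH fluorescence drop versus no-compound background flagged substrates.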
USP1 inh: blocks the human USP1/UAF1 deubiquitinase complex. O94782. hit rate 0.23% among 390,000. recombinant USP1/UAF1, Ub-Rhodamine cleavage fluorescence. Potency, µM (titrated, usually from 57.1 µM), without a hit: at the top dose activity change, negative = inhibition, most hits filed as inhibitors; note: potency is the fitted concentration of half-maximal effect; % is set by controls: 0 for no effect and ±100 for the full control effect; nearly all actives have a fitted effect of over 60% in size; inactives centre near -12
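Step one: compound is pinned into 1nM USP1/UAF1 in HEPES pH 7.8 buffer with TCEP. Step two: 15 min room-temperature incubation. Step three: Ub-Rho (150nM final) starts cleavage, tracked by fluorescence over six one-minute reads.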
Vif-APOBEC3G blk: inhibitors of Vif-APOBEC3G interaction; HeLa A3G-eYFP + Vif (tagged APOBEC3G with the HIV-1 protein that degrades it), YFP fluorescence, overnight; Potency, µM (titrated, usually from 46.1 µM), for inactives: at the top dose activity, negative = active, most hits filed as inhibitors; hit rate 0.076% among 410,000; AID 602310;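 note: potency is the fitted concentration of half-maximal effect; % is set by controls: 0 for no effect and ±100 for the full control effect; nearly all actives have a fitted effect of over 60% in size; hits raise eYFP signal because A3G escapes Vif-driven loss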
Target sequence (Q9HC16 whole entry, looked up): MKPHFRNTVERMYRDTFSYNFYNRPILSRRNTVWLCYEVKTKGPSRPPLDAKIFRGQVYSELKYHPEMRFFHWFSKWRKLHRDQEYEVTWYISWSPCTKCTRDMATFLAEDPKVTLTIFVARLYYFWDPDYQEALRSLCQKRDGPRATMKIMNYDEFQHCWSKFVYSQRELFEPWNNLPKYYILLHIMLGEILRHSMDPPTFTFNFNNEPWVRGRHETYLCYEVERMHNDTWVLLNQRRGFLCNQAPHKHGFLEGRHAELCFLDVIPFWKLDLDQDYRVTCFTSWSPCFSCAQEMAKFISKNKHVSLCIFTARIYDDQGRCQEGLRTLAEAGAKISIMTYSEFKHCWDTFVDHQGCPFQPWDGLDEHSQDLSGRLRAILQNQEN
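HeLa cells stably expressing Vif and C-terminally eYFP-tagged A3G, seeded overnight at 37 deg C, then exposed to compound by pintool overnight at 37 deg C. Rise in yellow fluorescence (Ex 488/Em 500-530, Acumen) marks blocked Vif-driven A3G degradation.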
Active calls of the source: *; ? = inconclusive; nt = no result given; & = joins results of further samples; [ ] = another dose, or the depositor's remark. Unless noted, calls come from the whole dose curve; as a rule, active = well fitted curve in the direction sought with a large enough effect; inconclusive = small, poorly fitted or top-dose-only effect, or another doubt; inactive = no such curve, though single readings can be large; an effect the other way counts as inactive or inconclusive. Only part of the results is shown; rates above refer to the full screens.

SMILES	Glioma ERSR ind	RGS4 inhibitor	LDHA block	Vif-APOBEC3F blk	TrxR1 inh	IDH1 R132H inh	TrxR1 substrate	USP1 inh	Vif-APOBEC3G blk
Cc1cc(C)c(C#N)c(SCc2ccccc2[N+](=O)[O-])n1	-2%	10%	-1	-1%	-8%	2%	-13%	-10%	-6%
CCOc1ccc(CNC(=O)C2CCN(C(=O)N3CC(C)Oc4ccccc43)CC2)cc1 (stereo not drawn)	0%	7%	-3	-14%	5%[57.1 µM]	11%	6%[57.1 µM]	-16%	0%
Cc1ccccc1Cn1c(=O)n(CCc2ccccc2)c(=O)c2sc3ccccc3c21	-2%	39%	6	0%	0%	14%	-4%	-11%	-2%
Cc1ccc(CN2CCN(Cc3cc(=O)c4ccccc4[nH]3)CC2CCO)o1 (stereo not drawn)	-4%	5%	-7	-2%	7%	-8%	-1%	-12%	1%
CCOC(=O)NC(=O)CSc1ccc2ccccc2n1	2%	9%	-12	8%	12%	-5%	2%	-13%	-5%
O=C(NCC(=O)N1CCCCCC1)c1ccc(OC(F)F)cc1	1%	38%	-3	0%	29%	-9%	1%	-9%	-3%
O=[N+]([O-])c1cccc(/C=N/NC2=NCCCCC2)c1	4%	2%	4	-20%	8%	15%	2%	-15%	3%
COc1ccc(CCC(=O)OC(C)C(=O)c2ccc(C)cc2)cc1 (stereo not drawn)	-2%	11%	-9	0%	-14%[57.1 µM]	6%	-2%[57.1 µM]	-7%	-1%
Cc1ccc(OCC(=O)NNC(=O)c2cccnc2)cc1	-3%	18%	-14	-10%	13%	0%	8%	-15%	0%
O=C(CN1C(=O)COc2ccccc21)N(Cc1cccnc1)Cc1cccc(F)c1	-1%	28%	-8	-1%	9%	6%	-3%	7%	0%
O=C(NCC1CCCO1)c1cccc(N2CCCC2=O)c1 (stereo not drawn)	-2%	-39%	-5	4%	3%[57.1 µM]	2%	-6%	-14%	2%
CC1=C(C(=O)OCC2CCCO2)C(c2ccc(O)cc2)NC(=O)N1 (stereo not drawn)	-4%	13%	-2	3%	25%	-1%	8%[57.1 µM]	4%	0%
CC1(C)NC(=O)N(CC(=O)OCC(=O)Nc2sccc2C#N)C1=O	5%	4%[56.9 µM]	-1	-3%	-8%	5%	5%	-15%	1%
C=CCN(c1ccc(Cl)cc1)S(=O)(=O)c1cccc(C(=O)O)c1	0%	19%	-5	-1%	1%	-4%	-3%	-11%	0%
COc1ccc(N2C(=O)CS(=O)(=O)C23C(=O)N(Cc2ccccc2)c2ccccc23)cc1 (stereo not drawn)	-1%	-2%	-6	0%	11%	-5%	-6%	-25%	-2%
COc1ccc(-c2cc(=O)oc3c(C)c(OCC(=O)N(C)C)ccc23)cc1	-2%	-24%	1	0%	22%	4%	1%	-8%	-5%
O=S(=O)(c1cccc2ccccc12)N1CCN(c2ccc(Cl)c(Cl)c2)CC1	-4%	-4%	1	-4%	8%	11%	8%[11.4 µM]	-24%	-3%
COc1ccc(N2CCN(C(=O)c3cn(C)c(=O)c4c3c3ccccc3n4C)CC2)cc1	-5%	-2%	-1	-15%	-3%	0%	1%	-20%	-10%
O=C(Cc1cccc2ccccc12)N/N=C/c1ccc(F)cc1	-2%	-2%	-2	1%	21%	-2%	6%	-12%	-1%
N#CC1=C(S)N(c2ccccc2)C(c2ccc(-c3cc(Cl)ccc3Cl)o2)NC1=O (stereo not drawn)	5%	-22%	-10	1%	?	-5%	2%	-6%	2%
Cc1cc2nc(CSc3ccc(Cl)cc3)cc(=O)n2[nH]1	3%	-8%	9	-7%	9%	0%	5%	-17%	2%
CCOc1ccc(C(=O)CCC(=O)Nc2ccccc2C)cc1	2%	-1%	-2	-5%	-6%	1%	-5%	-16%	5%
CC(C)Oc1ccc(CNC(=O)c2cc3cccc4c3n2CC(C)S4)cc1 (stereo not drawn)	0%	-5%	4	-5%	46%[activator]	8%	32%	-13%	0%
CC[N+]1(CC(O)COC2CC(C)CC(C)(C)C2)CCOCC1 (stereo not drawn)	-5%	1%	-24	-1%	-4%	-17%	-5%	0%	1%
CNS(=O)(=O)c1ccc(NC(=O)c2ccoc2C)cc1	1%	-10%	-6	2%	20%[57.1 µM]	-4%	2%[57.1 µM]	-19%	0%
CSc1ccc(CN(C)C(=O)C(c2ccccc2)c2ccccc2)cc1	-2%	-24%	-13	6%	-23%	0%	-13%	?	-1%
CN1CCc2c(sc3nc(SCC(N)=O)n(-c4ccccc4)c(=O)c23)C1	-3%	-22%	-7	?	?	8%	15%	-1%	-13%
Cc1ccc(N2C(=O)CC(c3c[nH]c4ccccc34)C2=O)cc1 (stereo not drawn)	4%	7%	15&-5	4%	6%[57.1 µM]	-11%	-2%[57.1 µM]	?	1%
N#Cc1c(-c2ccccc2)nc2n(-c3ccccc3)nc(C(=O)Nc3ccccc3)n2c1=O	-2%	-40%	-4	3%	6%[11.4 µM]	8%	-2%	-25%	0%
COc1ccc(-c2ccc(C)cc2)cc1C1C2C=CCCC2(C)C(=O)N1Cc1ccccc1 (stereo not drawn)	-4%	1%	nt	nt	6%	nt	5%	nt	-2%
Cc1c(NS(=O)(=O)c2ccccc2)cc(Cl)c(O)c1C	-4%	-17%	14	0%	25µM*	0%	8%	-15%	-9%
CC[C@H](C)[C@H]1CNC(=S)N1CC1CCN(CCCC2CCCC2)CC1	-2%	-2%	-3	5%	13%	1%	-3%	-23%	3%
CCN1CCN(c2cc(SC(C)C)nc(-c3ccc(OC)cc3)n2)CC1	-1%	7%	1	-29%	0%	3%	-4%	-7%	-19%
COc1cc2c(cc1OC)CN(CC(=O)Nc1ccc(S(=O)(=O)N(C)C)cc1)CC2	-3%	13%	-10	1%	23%[57.1 µM]	1%	10%[57.1 µM]	-3%	-4%
CC(C)c1nc(SCC(=O)Nc2cccc(S(N)(=O)=O)c2)n[nH]1	1%	-11%	-7	0%	8%	-3%	0%	-10%	0%
COc1ccc(CNC(=O)Cc2c(C)c3cc4c(C)coc4c(C)c3oc2=O)cc1OC	-2%	-37%	-4	7%	11%	-3%	7%	-15%	-6%
O=C(NCCc1ccccc1)c1ccc2c(c1)nc1n2CCOC1	-11%	5%	1	7%	4%[57.1 µM]	15%	-4%[57.1 µM]	?	-3%
CCN1CCN(c2ncnc3c2cnn3-c2ccc(C)c(C)c2)CC1	-4%	-25%	2	1%	28%[57.1 µM]	4%	0%[57.1 µM]	-6%	3%
COc1cc(/C=C2\SC(c3ccc(C)cc3)=NC2=O)cc(OC)c1OC	-3%	-52%	-4	3%	-19%	0%	7%	?	0%
O=S(=O)(NCc1ccccc1)NCc1ccccc1	-4%	-11%	-4	-14%	17%	-3%	4%	-15%	-1%
CCOC(=O)c1cnc2sc3c(n2c1=O)CCCC3	3%	-17%	-4	-13%	?	1%	327%[activator]	-2%	-5%
Cc1ccc(S(=O)(=O)NC(=O)COc2ccccc2C)cc1	-3%	53%	-10	0%	-7%	3%	-6%	-1%	2%
COc1cccc(Nc2nc3ccccc3c(=O)[nH]2)c1	-1%	4%	-6	2%	10%[57.1 µM]	5%	6%[57.1 µM]	-24%	-4%
COc1ccc(S(=O)(=O)Nc2ccc3c(c2)OCO3)cc1C	-3%	5%	-1	-4%	-8%	3%	-1%	12%	0%
CN(C)c1ncc(S(=O)(=O)c2ccc(Cl)cc2)c(-c2ccc(Cl)cc2Cl)n1	-6%	11%	-7	2%	8%	-3%	7%	-13%	-10%
COC/C=C/C1=CC2=CC(=O)C(C)(OC(=O)c3cnc4ccccc4n3)C(=O)C2=CN1C(CO)CO (stereo not drawn)	-3%	-45%	-2	3%	?	-4%	3%[57.1 µM]	-26%	-9%
O=C(Nc1cccc([N+](=O)[O-])c1)c1[nH]ncc1Cl	-1%	-2%	-4	-10%	12%	0%	-5%	-1%	2%
CCOc1cccc(/C=N/N2C(=O)CSC2=S)c1O	-6%	?	3	-5%	?	1%	-9%	?	0%
N#C/C(=C\c1ccc2c(c1)OCCO2)C(=O)Nc1ccc(C(=O)O)cc1	6%	-16%	-2	-6%	2%	1%	-7%	-20%	-3%

Limited to LDHA block and TrxR1 inh, for some of the entries so far:
compound	LDHA block	TrxR1 inh
COc1ccc(S(=O)(=O)Nc2ccc3c(c2)OCO3)cc1C	-1	-8%
CN(C)c1ncc(S(=O)(=O)c2ccc(Cl)cc2)c(-c2ccc(Cl)cc2Cl)n1	-7	8%
